Screening data deposited in PubChem by The Scripps Research Institute Molecular Screening Center.
M1 ag parental = counter-screen for M1 agonists: effect in parental CHO-K1 cells; activation, % at 3 µM; AID 602248; Fluo-8 calcium fluorescence; scaled to maximal ATP response, vehicle zero; 0.48% of 360,000 active; in the data active = activation above about 15%;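 note: untransfected CHO-K1 host cells lacking M1 receptor as counterscreen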
M4 PAM = CHRM4 positive allosteric modulation; P08173; activation, % at 3 µM; CHO-K1 hM4/Gqi5, Fluo-8 calcium fluorescence, ACh EC20; 0% = ACh EC20, 100% = maximal ACh; 0.4% of 360,000 active;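 active = activation above its plate's cutoff, the mean activation of sample wells plus 3 SD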; note: some results filed as inactive read as strong as hits
Target sequence (P08173 whole entry, looked up): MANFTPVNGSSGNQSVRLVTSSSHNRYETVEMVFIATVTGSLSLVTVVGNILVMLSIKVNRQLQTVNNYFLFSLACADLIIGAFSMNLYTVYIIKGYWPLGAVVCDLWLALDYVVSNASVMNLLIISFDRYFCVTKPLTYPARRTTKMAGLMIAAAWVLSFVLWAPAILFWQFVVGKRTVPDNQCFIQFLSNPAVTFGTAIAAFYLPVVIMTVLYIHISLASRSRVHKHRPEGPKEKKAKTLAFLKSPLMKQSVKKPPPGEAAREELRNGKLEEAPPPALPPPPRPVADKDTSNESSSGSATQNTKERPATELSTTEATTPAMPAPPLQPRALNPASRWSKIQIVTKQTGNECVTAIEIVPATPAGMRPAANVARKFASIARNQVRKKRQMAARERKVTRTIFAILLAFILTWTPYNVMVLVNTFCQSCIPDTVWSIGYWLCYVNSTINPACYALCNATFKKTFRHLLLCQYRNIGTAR
M4 antag = antagonists of human muscarinic M4 receptor (CHRM4); inhibition, % at 3 µM; P08173; AID 624125; 0.73% of 360,000 active; CHO-hM4 cells, ACh EC80, Fluo-8 calcium fluorescence;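 active = inhibition above its plate's cutoff, the mean inhibition of sample wells plus 3 SD, cut at about 27% in these data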;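 note: 0% = acetylcholine EC80 with DMSO and 100% = DMSO without agonist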
M5 PAM = positive allosteric modulators of human muscarinic M5 receptor. P08912. CHO-K1 hM5, Fluo-8 calcium, ACh EC20 PAM; 0% = ACh EC20, 100% = ACh EC100. activation, % at 3 µM. 0.3% of 360,000 active;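 active = activation above the run cutoff, the mean activation of all test compounds plus 3 SD, cut at about 18% in these data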
Target sequence (P08912 whole entry, looked up): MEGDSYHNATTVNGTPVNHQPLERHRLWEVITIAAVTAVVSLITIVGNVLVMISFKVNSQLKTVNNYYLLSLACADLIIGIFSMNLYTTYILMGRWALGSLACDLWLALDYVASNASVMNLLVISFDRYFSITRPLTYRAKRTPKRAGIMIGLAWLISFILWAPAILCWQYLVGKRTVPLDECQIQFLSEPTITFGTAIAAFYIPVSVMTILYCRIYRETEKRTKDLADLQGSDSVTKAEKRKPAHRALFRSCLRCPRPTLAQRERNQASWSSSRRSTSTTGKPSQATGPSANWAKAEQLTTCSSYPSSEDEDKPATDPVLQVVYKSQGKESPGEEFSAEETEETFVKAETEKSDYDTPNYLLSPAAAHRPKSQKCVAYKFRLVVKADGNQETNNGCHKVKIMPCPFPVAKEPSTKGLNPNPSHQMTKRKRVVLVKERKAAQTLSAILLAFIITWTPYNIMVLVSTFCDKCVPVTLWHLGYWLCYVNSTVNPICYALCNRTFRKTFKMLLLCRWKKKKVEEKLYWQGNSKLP
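System: CHO-K1 hM5 cells. Reagent: acetylcholine, EC20 level. Compound dosing: single dose, 3 µM nominal final test concentration. Timing: Post-acetylcholine fluorescence recording 140 s. Detection: Fluo-8 calcium fluorescence. Read-out: % activation, ACh-normalized. Benchmarks: ACh EC20 and EC100 wells. Repeats: singlicate, one well per test compound.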
CHRM5 antagonist = blocks acetylcholine activation of human M5 receptor; P08912; CHO-hM5 cells, Fluo-8 calcium fluorescence, ACh EC80; inhibition, % at 3 µM; 0.59% of 360,000 active; AID 624040;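 active = inhibition above a per-plate cutoff, the mean of that plate's test compounds plus 3 SD, cut at about 27% in these data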;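 note: 0% = acetylcholine EC80 with DMSO and 100% = DMSO without agonist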
CHO-K1 Ca antag = counter-screen for M1 antagonists: effect in parental CHO-K1 cells | ATP-induced calcium, Fluo-8 fluorescence | inhibition, % at 3 µM | 0.6% of 360,000 active;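 active = inhibition above a per-plate cutoff, the plate's mean sample inhibition plus 3 SD, cut at about 24% in these data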;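 note: 0% = DMSO plus EC80 ATP and 100% = DMSO alone without ATP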
M4 ag = CHRM4 agonism in calcium assay; P08173; CHO-K1 hM4/Gqi5, Fluo-8 calcium fluorescence; vehicle 0%, full acetylcholine response 100%; activation, % at 3 µM; 0.14% of 360,000 active; AID 624127;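 active = activation above the run mean over all test wells plus 3 SD, cut at about 32% in these data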;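 note: peak over basal fluorescence ratio per well then scaled between controls; 0% = DMSO wells and 100% = acetylcholine at EC100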
CHRM5 agonist = agonists of human muscarinic M5 receptor (CHRM5); P08912; CHO-K1 hM5 cells, Fluo-8 calcium fluorescence; 0% DMSO wells, 100% maximal acetylcholine response; activation, % at 3 µM; 0.19% of 360,000 active; AID 624037;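 active = activation above the run's mean over test compounds plus 3 SD, cut at about 23% in these data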;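 note: signal is peak over basal fluorescence ratio across the kinetic read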
M1 PAM parental = M1 PAM counterscreen hit in parental CHO-K1 cells | 0.02% of 360,000 active | ATP EC20, Fluo-8 calcium fluorescence; 0% at ATP EC20, 100% at ATP max | activation, % at 3 µM;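 active = activation above the run cutoff, the mean activation of all test compounds plus 3 SD, cut at about 40% in these data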;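 note: peak over basal fluorescence ratio in a 140 s read after ATP addition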
The depositor's hits bear a star; + = active, no number.

Each structure is followed by: M1 ag parental, M4 PAM, M4 antag, M5 PAM, CHRM5 antagonist, CHO-K1 Ca antag, M4 ag, CHRM5 agonist, M1 PAM parental
COc1ccc(C)cc1NC(=O)C1CC(=O)N(Cc2ccco2)C1 (configuration not stated)
    0.5, -1, 4, -5, 5, -7, 1, -1, 16
CCN1CCc2c(OCC(=O)N3N=C(c4cccs4)CC3c3ccc(F)cc3)cccc2C1=O (configuration not stated)
    0.3, 2, -1, -5, 4, -2, 1, -1, 0
O=C(Nc1ccccc1)Oc1cccc2cccnc12
    0.1, -2, 8, -1, 13, -1, 0, 2, -2
COc1ccccc1-n1c(CCC(=O)O)ccc1-c1ccccc1
    0.5, -3, 9, -3, 11, 4, 0, 0, -4
COC(=O)c1ccccc1-c1c2ccc(=N)cc-2oc2cc(N)ccc12
    678*, -20, 101*, -46, 101*, 88*, +, +, -23
O=C1CC(=O)CC(c2ccco2)C1
    0.4, 15, 7, -3, 1, -17, 1, -1, 6
CC(C)Cc1nnc(NC(=O)CSc2nc(N)cc(=O)[nH]2)s1
    0.1, 26, 7, 1, -7, -10, 0, 0, 14
CCCC(O)(c1ccccc1)C(c1ccccc1)c1ccccn1 (configuration not stated)
    0.9, 0, 2, -3, 7, 9, -1, -5, -3
Cc1ccccc1OCC(O)CN(CCO)Cc1ccccc1 (configuration not stated)
    0.5, -7, -1, -1, 1, -9, 0, -1, 11
CCC(C)N(C(=O)COC(=O)CN=C1NS(=O)(=O)c2ccccc21)C1CCS(=O)(=O)C1 (configuration not stated)
    0.5, 4, -5, -7, 13, -11, 0, 0, 19
COc1cccc(/C=N/NC(=S)NC2CC3CC2C2C=CCC32)c1O (configuration not stated)
    0.9, 1, -3, 8, -11, -5, 1, 3, 10
O=C(COc1ncnc2ccccc12)NCCCN1CCCC1=O
    0.7, -2, 9, 4, -3, -2, 0, 2, 16
COc1ccc(C2=CC3=C(Br)C(=O)C(C)(OC(=O)c4cccs4)C(=O)C3=CO2)cc1 (configuration not stated)
    0.6, 10, 4, 12, 5, -8, 5, 7, 10
COc1ccc(CN2C[C@@H](CO)O[C@@H](n3cnc4c(NCc5ccc(F)cc5)ncnc43)C2)cc1
    1.0, 6, -7, -2, -6, -6, 8, 1, 9
CCOP(=O)(OCC)C(NC(=O)NS(=O)(=O)c1ccc(C)cc1)c1ccccc1 (configuration not stated)
    0.3, 1, 6, 3, 0, 0, 0, -1, 7
CC(C)C1C(=O)N(Cc2cn(CCC3OCCO3)nn2)CCS(=O)(=O)N1Cc1ccc(-c2ccc(F)nc2)cc1 (configuration not stated)
    1.1, -3, -6, -3, 8, -13, 2, 0, 16
Cc1ccc(C(=O)N2CCCC(C(F)(F)F)C2)cc1S(=O)(=O)N1CCCCC1 (configuration not stated)
    2.6, 4, -10, -1, 0, -3, 3, 4, 4
CCOc1ccc(S(=O)(=O)Nc2ccc(C(=O)NN)cc2)cc1
    0.7, 3, 5, -2, 12, -6, -1, -2, -6
Cc1c(OC(C)C(=O)O)ccc2c3c(c(=O)oc12)CCCC3 (configuration not stated)
    0.2, -1, 5, -3, 8, -2, 0, -3, 5
Cc1c(CC(=O)O)c(=O)oc2c(C)c(OCc3ccc(F)cc3F)ccc12
    0.2, 9, -4, 4, 4, -17, 2, -2, 17
CCCS(=O)(=O)N1CCCC(C(=O)NCCN2CCCCC2C)C1 (configuration not stated)
    0.4, 3, -3, -1, 3, -12, 1, -5, 7
O=[N+]([O-])c1cccc(S(=O)(=O)Nc2ccc(Cc3ccncc3)cc2)c1
    4.5, -21, 11, -10, 2, -12, 5, -13, 3
CCCCC[C@@H]1C=C(C(=O)OCC)[C@H](c2ccccc2)N1S(=O)(=O)c1ccc(C)cc1
    0.4, -3, -11, -12, 13, 5, -1, -2, -5
C=C(C)CSc1nc2sc3c(c2c(=O)n1-c1ccc(C)cc1)CCN(C)C3
    -0.5, -1, -16, -3, 9, -11, 0, -6, 8
Cc1sc(NC(=O)CSc2nnc(COc3ccccc3)n2C)c(C#N)c1C
    0.0, 6, 2, 10, -9, -10, 1, -9, 17
COCCCNC(=O)C(CC(N)=O)NC(=O)OCc1ccccc1 (configuration not stated)
    0.3, -1, 0, 9, -7, 0, 0, 2, -14
Cn1c(-c2csc(-c3cccc(C(F)(F)F)c3)n2)n[nH]c1=S
    0.7, 7, -8, 6, 0, -4, 0, -8, 15
COc1ccc2c(c1)N(C(=O)CSc1n[nH]c(C)n1)C(C)(C)C=C2C
    1.4, 19, 2, 6, -10, 4, 3, 4, 8
CC(Cc1ccccc1)C(=O)Nc1ccc(Br)cc1 (configuration not stated)
    1.8, -12, 3, -15, 13, -6, -1, -10, 8
CN(C)S(=O)(=O)c1cccc(NC(=O)c2c[nH]c3ccccc23)c1
    9.6, -13, 1, -7, 10, -8, 18, 0, -2
O=C(Cn1cc(C(F)(F)F)cc(Cl)c1=O)Nc1cccc(Cl)c1
    1.3, 7, 0, -2, 1, -8, 1, -2, 18
CCCc1nnc(SCC(=O)Nc2nccs2)o1
    0.4, -5, -7, 0, 4, -14, 1, -1, 13
CN(N)c1nc2ccccc2nc1C(F)(F)F
    -0.2, 4, 0, 4, 4, -6, 0, 0, 17
Cc1cccc(C(=O)Oc2ccccc2-c2nnco2)c1
    0.0, 7, 6, -2, 1, 6, 0, -1, 12
Cn1c(=O)c2c(ncn2CC(=O)Nc2nnc(Cc3ccccc3)s2)n(C)c1=O
    -0.2, 9, 5, 4, 11, 11, 0, -1, -5
Fc1ccc(NC(=S)NC23CN4CN(CN(C4)C2)C3)cc1
    0.4, 9, 0, -3, -2, 0, 1, 0, 16
CCC1(CC)Cc2ccccc2-c2[nH]c(=S)[nH]c(=O)c21
    0.1, 11, 1, 3, 9, -4, 1, 7, -6
O=C(CCc1nnc(CCCCc2ccccc2)o1)NCCc1cccnc1
    2.4, -6, -15, -5, -1, -13, 2, -5, -4
COc1ccc(-c2nc(N3CCOCC3)nc3n[nH]c(N)c23)cc1
    -0.2, 4, -2, 15, -5, 2, 2, -6, 13
c1ccc(NCn2cncn2)nc1
    -0.2, 0, 1, 4, -2, 28*, 1, 2, -2
CCn1ncc([N+](=O)[O-])c1C(=O)n1nc(C)cc1C
    -0.1, 0, -3, -2, 2, 2, 0, 0, 20
CC(C)[C@H](Nc1ccc(S(=O)(=O)N2CCOCC2)cc1[N+](=O)[O-])C(=O)OCC(N)=O
    1.0, 6, -1, -3, 5, -7, 3, -1, 12
O=C1CSC(c2cccc(F)c2)N1c1ccccc1F (configuration not stated)
    0.0, -1, -5, -6, -4, -3, -1, -5, 12
Cc1cc(C)c(C)c(S(=O)(=O)N2CCC(C(=O)NCCCN3CCCC3=O)CC2)c1C
    -0.5, 19, -15, 1, -1, -12, 4, 0, 0
CN(C(=O)COc1ccc(Cl)cc1)C1(C)CCS(=O)(=O)C1 (configuration not stated)
    0.2, 2, 6, 5, 2, 1, 1, 1, 23
CN(c1ccccc1)S(=O)(=O)c1ccc(C(=O)N2CCCC(C(F)(F)F)C2)cc1 (configuration not stated)
    3.9, -2, -2, -5, 16, -4, 8, 1, 7
Cc1cc(C)cc(N(CC(=O)N/N=C/c2ccncc2)S(=O)(=O)c2ccccc2)c1
    -0.6, -3, 2, 3, -7, 7, 2, 1, 4
CCOc1ccc(CCNC(=O)COC(=O)COc2ccc(C(C)=O)cc2)cc1OCC
    0.1, 18, -18, -5, 8, -10, 2, 0, 2
COc1ccc(CNC(=O)CN(c2ccc(C(C)C)cc2)S(=O)(=O)c2c(C)noc2C)cc1
    -0.1, -5, 8, 3, -8, -5, 0, -2, -21
CCN(CC)CC(O)COc1ccc2c(c1)c(C(C)=O)c(C)n2-c1ccccc1 (configuration not stated)
    0.8, -9, 10, -14, 10, -14, 1, -12, 1
CC(NC(=O)c1ccc(S(=O)(=O)Nc2ccccc2)cc1)c1ccc(S(N)(=O)=O)cc1 (configuration not stated)
    0.3, 9, 3, 3, 10, -16, 2, 1, 10
O=C(Nc1ccc(Cn2cccn2)cc1)c1ccc(COc2cccc(Br)c2)cc1
    2.0, -1, 5, 3, -3, -4, 2, -7, 16
CC1CN(C(=O)CCC(=O)NCCCN2CCN(Cc3ccccc3)CC2)c2cc(Cl)ccc2O1 (configuration not stated)
    3.1, -9, 16, -2, 10, -14, 2, -10, 10
O=C(Nc1ccc(N2CCOCC2)c(Cl)c1)c1cccc(-n2cnnc2)c1
    -0.2, -3, -8, -4, 3, 16, 0, -4, -23
Cc1ccc(OCCn2c(CCNC(=O)C(C)C)nc3ccccc32)cc1
    1.2, 1, -14, 0, -4, -18, 4, -2, 26
O=C(COc1cccnc1[N+](=O)[O-])Nc1ccc(Cl)c(S(=O)(=O)N2CCOCC2)c1
    3.5, -4, -3, -3, 11, -5, 6, 4, 18
CCCCN(C(=O)CCn1c(=O)oc2ccccc21)c1ccccc1
    1.3, -3, 1, -1, 6, -4, 2, -1, -8
O=C(N/N=C\c1ccccc1)c1sccc1-n1cccc1
    0.6, 2, -9, -6, -7, 1, 0, -5, 13
CCN(CC(=O)NNC(=O)c1ccccc1)Cc1ccc(OC)c(F)c1
    0.3, 14, -18, 5, -8, -21, 1, 0, 19
O=C(CSc1ccc(-c2ccccn2)nn1)N1CCc2ccccc21
    0.7, 3, 3, 14, -3, -11, 3, 0, -6

Pulled by compound from above:
Each structure is followed by: M1 ag parental, M4 PAM, M4 antag, M5 PAM, CHRM5 antagonist, CHO-K1 Ca antag, M4 ag, CHRM5 agonist, M1 PAM parental
O=C(N/N=C\c1ccccc1)c1sccc1-n1cccc1
    0.6, 2, -9, -6, -7, 1, 0, -5, 13
CCOc1ccc(CCNC(=O)COC(=O)COc2ccc(C(C)=O)cc2)cc1OCC
    0.1, 18, -18, -5, 8, -10, 2, 0, 2

More structures follow.
Each structure is followed by: M1 ag parental, M4 PAM, M4 antag, M5 PAM, CHRM5 antagonist, CHO-K1 Ca antag, M4 ag, CHRM5 agonist, M1 PAM parental
Cc1ccccc1C(=O)N/N=C/c1ccccn1
    0.1, 4, -6, -2, -2, -5, 1, 0, 1
Cc1ccc(S(=O)(=O)Nc2ccc(S(=O)(=O)Nc3ncccn3)cc2)cc1
    -0.4, 12, 1, 4, 10, -1, 1, 2, 9
O=C(NCc1ccco1)C(c1ccco1)N(C(=O)Cn1nnc2ccccc21)c1ccc2c(c1)CCC2 (configuration not stated)
    0.8, -5, -3, -2, 4, -13, 5, -4, 19
CCN(CC)CCN1C(=O)C(=O)/C(=C(/O)c2c(C)[nH]c(C(=O)OC)c2C)C1c1cccnc1 (configuration not stated)
    0.5, 6, 0, 5, 8, -7, 0, -7, -5
CC(c1ccco1)N(C(=O)CSc1ccc(Br)cc1)c1ccccn1 (configuration not stated)
    2.1, -9, 1, -3, -2, -22, 2, -1, 22
Cc1cc(NC(=O)Nc2cc(Cl)ccc2C)no1
    1.9, 4, -10, -1, -4, -12, 4, 6, -11
CCOC(=O)c1c(NC(=O)CSc2nnc(-c3ccncc3)n2Cc2ccco2)sc(C)c1C
    -0.4, 0, -3, 7, -4, -12, -1, 2, -5
O=C(Nc1ccc(Cl)c(Cl)c1)Nc1nnc(CC2=CCCCC2)s1
    0.6, 1, -1, -3, 5, -1, 0, -3, 24
COc1cc(-c2nnc(SCC(=O)Nc3ccc(C(=O)O)cc3)o2)cc(OC)c1OC
    0.9, 2, -2, 3, 18, -14, 1, 1, 21
CCCCNC(=O)C(=O)NCC1CCCN1S(=O)(=O)c1cccs1 (configuration not stated)
    4.6, -5, 8, 2, -2, 4, 1, 1, -5
Nc1ccn(CC(=O)NCc2ccccn2)c(=O)n1
    0.0, 4, 0, 2, -5, -6, 2, 5, -4
